Mcl1 Noxa PPI – disrupts binding of human Mcl-1 to Noxa peptide; inhibition, % at 21.7 µM; TR-FRET Mcl-1/Noxa peptide binding, 2 h; 220,000 compounds, 1.5% hits; Q07820; AID 1022;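 active = compounds that cut the protein-peptide binding signal by more than 50% relative to plate controls in a single-dose test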;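 also: His-tagged Mcl-1 with rhodamine Noxa BH3 peptide and terbium anti-His antibody; 0% = Mcl-1 plus Noxa peptide wells and 100% = peptide-only wells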
Target sequence (Q07820 whole entry, looked up): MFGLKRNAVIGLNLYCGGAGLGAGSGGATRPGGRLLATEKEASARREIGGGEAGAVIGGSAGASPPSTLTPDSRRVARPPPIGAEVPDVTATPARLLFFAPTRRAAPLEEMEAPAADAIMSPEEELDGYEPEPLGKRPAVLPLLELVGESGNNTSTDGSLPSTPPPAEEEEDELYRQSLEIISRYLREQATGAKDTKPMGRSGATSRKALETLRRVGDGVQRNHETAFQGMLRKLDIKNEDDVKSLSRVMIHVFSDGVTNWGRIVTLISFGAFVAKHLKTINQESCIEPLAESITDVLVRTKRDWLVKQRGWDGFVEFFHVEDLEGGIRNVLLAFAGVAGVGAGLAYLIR
ABCG2 block – inhibitors of human ABCG2 transporter, ABCB1 counter-screen | IgMXP3 cells, JC-1 efflux, flow cytometry | AID 1325 | 190,000 compounds, 0.1% hits | Q9UNQ0 | inhibition, % at 6.6 µM;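 active = inhibition above 80%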;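 also: 0% = DMSO and 100% = nicardipine control wells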
Target sequence (Q9UNQ0 whole entry, looked up): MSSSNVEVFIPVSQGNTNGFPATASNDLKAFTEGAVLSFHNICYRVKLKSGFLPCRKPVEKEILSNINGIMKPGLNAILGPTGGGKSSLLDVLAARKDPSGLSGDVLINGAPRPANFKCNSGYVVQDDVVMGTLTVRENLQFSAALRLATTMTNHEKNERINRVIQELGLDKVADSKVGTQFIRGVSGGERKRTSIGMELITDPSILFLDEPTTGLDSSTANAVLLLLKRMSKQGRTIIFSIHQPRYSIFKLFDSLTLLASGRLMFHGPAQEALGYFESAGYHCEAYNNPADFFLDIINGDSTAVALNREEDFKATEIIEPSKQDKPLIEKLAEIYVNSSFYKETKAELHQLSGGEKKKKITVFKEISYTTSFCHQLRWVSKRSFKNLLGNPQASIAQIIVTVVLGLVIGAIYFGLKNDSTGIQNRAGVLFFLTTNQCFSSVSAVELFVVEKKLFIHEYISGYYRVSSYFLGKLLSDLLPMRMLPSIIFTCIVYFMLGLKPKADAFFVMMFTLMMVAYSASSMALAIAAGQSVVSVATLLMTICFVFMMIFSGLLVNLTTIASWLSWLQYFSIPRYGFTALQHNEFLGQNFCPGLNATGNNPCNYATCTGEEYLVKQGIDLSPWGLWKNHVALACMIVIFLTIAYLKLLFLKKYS
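material = IgMXP3 (ABCG2) plus far-red-tagged CCRF-Adr (ABCB1) cells | amount = 3 million cells/mL, equal mix of both lines | also added = JC-1 transporter substrate | dosing = one concentration, 6.6 µM final | schedule = 10 min at 25 °C | measured by = flow cytometric JC-1 green MFI at 530 nm | read-out basis = percent efflux inhibition, scaled nicardipine 100% to DMSO 0%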
Mcl1-Bid inh – disrupts binding of human Mcl-1 to Bid peptide; inhibition, % at 21.7 µM; Q07820; TR-FRET Mcl-1/Bid-Dy647 peptide binding, 1536-well; AID 1021; 220,000 compounds, 0.97% hits;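 active = compounds that cut the binding signal by more than half at the single screening dose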;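 also: His-tagged Mcl-1 with europium anti-His antibody binding Bid BH3 peptide; 0% = Mcl-1 plus peptide wells and 100% = peptide-only wells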
Mcl-1 Bim block – human Bim-Mcl-1 interaction inhibition; inhibition, % at 10 µM; Bead-based flow cytometry, Bim peptide-Mcl-1 binding; 190,000 compounds, 0.1% hits; Q07820; in the data active = inhibition above about 40%;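 also: 0% = no compound tracer wells and 100% = peptide blocker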
GSH fluor – compound fluoresces at 488/530 nm on GSH beads; AID 1776; fluorescence (KMESF) at 10 µM; GSH beads flow cytometry, compound fluorescence 488/530 nm; active compounds read high; 190,000 compounds, 0.25% hits; in the data active = fluorescence above about 89;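 also: glutathione beads carrying GST-tagged Bcl family fusion proteins plus one bare bead set; values are compound well signal with DMSO vehicle wells as background; inactives centre near 16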
ABCB1 block – human ABCB1 inhibition, ABCG2 as counter-screen; inhibition, % at 6.6 µM; AID 1326; 190,000 compounds, 0.067% hits; CCRF-Adr cells, JC-1 efflux, flow cytometry; P08183; in the data active = inhibition above about 40%;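 also: 0% = vehicle and 100% = reference inhibitor; higher value means more JC-1 retained so stronger ABCB1 efflux block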
RGS4-Gao reg – human RGS4-Galphao interaction regulation | P09471 | Multiplexed bead flow cytometry, RGS4-Galphao binding; actives lie on both sides | binding response (% of control), % at 10 µM | 220,000 compounds, 0.33% hits | AID 1415; in the data active = binding response below about 49% or above about 150%; inactive = in between;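 also: fluorescent Galphao activated with aluminum fluoride binding bead-coupled RGS4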
Avidin fluor – compound fluoresces at 488/530 nm on avidin beads. 220,000 compounds, 0.38% hits. AID 1775. fluorescence (KMESF) at 10 µM. compound fluorescence 488/530 nm, flow cytometry; active compounds read high; in the data active = fluorescence above about 47; also: inactives centre near 10
RGS8-Gao reg – regulators of human RGS8-Galphao interaction; AID 1423; 220,000 compounds, 0.34% hits; response (percent of control binding), % at 10 µM; P09471; multiplexed bead flow cytometry, RGS8-Galphao binding; actives lie on both sides; in the data active = response below about 60% or above about 140%; inactive = in between;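 also: Galphao activated as the GDP aluminium fluoride complex binding bead-coupled RGS8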
RGS7-Gao – regulators of human RGS7-Galphao interaction; Multiplexed bead flow cytometry, RGS7-Galphao binding; actives lie on both sides; 220,000 compounds, 0.35% hits; binding response (% of control), % at 10 µM; AID 1439; P09471; in the data active = binding response below about 49% or above about 150%; inconclusive = no clear call, values can overlap the other calls; inactive = in between;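 also: fluorescent Galphao held in activated GDP-AlF4 state binding bead-coupled RGS7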
Pf gametocyte – P. falciparum stage V gametocyte viability inhibition; P. falciparum stage V gametocytes, ATP luminescence, 24 h; 150,000 compounds, 0.065% hits; inhibition, % at 10.9 µM;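 active = inhibition above the mean plus 3 SD of compounds within the control limits, set per campaign, cut at about 38% in these data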;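 also: 0% = DMSO wells and 100% = medium only without gametocytes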
* marks the source's active call; other numbers are inactive results; ? = inconclusive; . = not tested or not shown; & = joins results of further samples.

entry	smiles	Mcl1 Noxa PPI	ABCG2 block	Mcl1-Bid inh	Mcl-1 Bim block	GSH fluor	ABCB1 block	RGS4-Gao reg	Avidin fluor	RGS8-Gao reg	RGS7-Gao	Pf gametocyte
1	CCOC(=O)N1CCN(C(=S)Nc2ccc3nc(N4CCN(CC)CC4)cc(C)c3c2)CC1	35	4	-79	-6	4	1.1	100	11	95	98	0
2	O=C(Cc1cccc2ccccc12)Nc1nnc(-c2cccc([N+](=O)[O-])c2)s1	11	-1	17	0	13	-0.6	98	5	102	99	.
3	CCCCOc1ccc(C2C(C(=O)c3ccc(C)o3)=C(O)C(=O)N2CC2CCCO2)cc1 (stereo not given)	-15	0	-41	-2	13	1.4	103	15	106	104	0
4	O=C(Cn1nnc2ccccc2c1=O)Nc1cccc(S(=O)(=O)N2CCOCC2)c1	28	5	-12	1	13	0.8	103	11	102	?	.
5	C/C(N)=C(/C#N)C(=O)CSc1cc(Cl)ccc1Cl	10	1	-3	-5	6	0.2	102	2	98	104	-18
6	O=C(O)c1cc([N+](=O)[O-])ccc1NCc1ccccc1	2	12	-25	-2	10	0.0	100	10	102	100	16
7	CCOc1ccc(-n2c(N)c(C(=O)NCc3cccnc3)sc2=S)cc1	26	2	-17	-6	28	0.6	98	16	98	109	.
8	CCc1ccc(NC(=O)N(CCN2CCOCC2)Cc2ccc3c(c2)CCCN3CC)cc1	74*	34	-69	-7	21	2.4	103	17	100	104	.
9	OCCC1CN(Cc2nc3ccc(F)cc3[nH]2)CCN1C1CCCC1 (stereo not given)	23	.	-15	.	.	.	97	7	97	?	3
10	CCCOc1ccccc1C1CC(=O)NC(C)=C1C(=O)OCC(C)C (stereo not given)	5	3	-10	-1	21	1.9	83	36	88	85	-14
11	CC1CCC(NCC(=O)Nc2cccc(S(N)(=O)=O)c2)CC1 (stereo not given)	35	-2	17	-1	14	-0.4	100	15	99	?	-11
12	CC(=O)c1cc(C#N)c(SCCC(C)C)nc1C	-15	7	-2	-1	34	0.9	108	14	107	103	.
13	Cc1ccc(NC(=O)CCCN2C(=S)NC(C)(C)CC2C)cc1 (stereo not given)	3	2	-38	-3	11	0.6	77	13	94	?	.
14	O=C(CCC(=O)Nc1ccccc1Cl)N/N=C1\CCCc2ccccc21	9	-1	-4	-4	8	-0.1	108	1	86	106	4
15	CN(C)c1c(N)c(=O)oc2ccccc12	-5	4	-52	0	19	0.6	101	13	102	102	.
16	Cc1ccc(C)c(C(=O)CC2(O)C(=O)N(C)c3ccccc32)c1 (stereo not given)	-1	2	3	2	56	0.5	101	8	103	98	25
17	CCCCCN(C(=O)NC(=O)NCCCC)S(C)(=O)=O	-2	2	-23	-4	34	0.3	100	13	101	102	.
18	O=C(CCl)N(c1ccccc1)c1ccccc1	-7	6	-17	-4	14	0.8	94	6	99	91	-15
19	CN1CCN(C2=Nc3ccccc3Oc3ccc(Cl)cc32)CC1	4&-2	2&2	4&23	-2&2	20&68	0.9	106&97	14&7	102&100	103&99	.
20	CCn1cc(C(=O)O)c(=O)c2cc(F)c(N3CCN(C(=S)NC(=O)c4ccccc4Cl)CC3)cc21	-150	.	-78	.	.	.	103	6	102	?	-3
21	Cc1cc(-c2ccccc2C(=O)NCc2ccccc2)on1	12	0	-15	0	26	0.3	97	14	100	98	-28
22	COc1ccc(C2N(c3ccc(Cl)cc3)N=C(C(C)=O)N(C)N2C(C)=O)cc1 (stereo not given)	4	-1	-1	-3	14	0.5	99	13	101	107	6
23	CCCNC(=O)c1c(Cl)cnn1-c1ccc(C)cc1	14	-1	-7	-3	11	-0.3	101	3	100	97	0
24	O=C(O)CCCCCNC(=O)c1ccc(C(=O)NCCCCCC(=O)O)cc1	5	.	-21	.	.	.	101	8	102	?	15
25	CSc1sc(C)cc1/C=N/O	18	-7	-17	-11	24	0.2	99	10	101	96	.

The list goes on:
entry	smiles	Mcl1 Noxa PPI	ABCG2 block	Mcl1-Bid inh	Mcl-1 Bim block	GSH fluor	ABCB1 block	RGS4-Gao reg	Avidin fluor	RGS8-Gao reg	RGS7-Gao	Pf gametocyte
26	CCc1c(C)c2c(C)nn(-c3ccccc3)c2oc1=O	10	11	-30	1	27	-0.5	105	4	104	103	.
27	CCCCN(Cc1ccccc1)C(=O)c1cnc2n(c1=O)CCS2	-7	2	-16	-1	13	0.4	102	8	99	101	22
28	CN(C)S(=O)(=O)c1cccc(-c2csc(=Nc3ccccc3)n2CCCN2CCOCC2)c1	-3	.	-38	.	.	.	103	5	100	?	-1
29	COc1cccc(-c2cc(-c3cccnc3)nc(N)c2C#N)c1	-33	.	-35	.	.	.	106	8	103	?	-9
30	Cc1cc(C)c(NC(=O)CO/N=C2\CCCc3nonc32)c(C)c1	2	1	-5	-3	9	-0.2	105	9	106	105	-12
31	CC(=O)c1ccc(OCc2ccc(Oc3c(Cl)cccc3[N+](=O)[O-])cc2)cc1	8	12	5	-6	11	0.9	101	15	103	101	13
32	Cc1ccc2[nH]c(=O)c(CN(Cc3cccnc3)Cc3nnnn3CC3CCCO3)cc2c1 (stereo not given)	1	.	-32	.	.	.	102	9	104	?	-16
33	CCN(C(=O)COC(=O)c1cnc(C)cn1)C1CCCCC1	-2	0	-49	4	56	0.1	98	12	103	100	.
34	CNS(=O)(=O)c1ccc(N=Cc2c(C)[nH]n(-c3ccc(C)cc3C)c2=O)cc1	12	10	2	-2	69	1.0	97	9	100	94	-16
35	O=C(CSc1n[nH]c(=O)[nH]c1=O)c1ccc(Cl)cc1Cl	2	.	-42	.	.	.	115	5	108	?	1
36	O=S(=O)(Nc1ccc(S(=O)(=O)Nc2cccc3ccccc23)cc1)c1ccccc1	18	3	16	0	31	1.7	87	4	85	92	.
37	O=C(Nc1cccc(C(=O)O)c1)/C(=C\c1ccccc1)NC(=O)c1ccccc1	7	1	1	-1	15	0.5	95	8	100	92	-1
38	O=C(CCC1CCCN(Cc2ccc3c(c2)OCCO3)C1)NCc1ccc(F)c(F)c1 (stereo not given)	10	9	-25	0	11	1.4	105	3	102	104	18
39	CCOc1cc(/C=N/Nc2nc(-c3cccs3)c(NC(C)=O)s2)ccc1O	101*	.	-81	.	.	.	100	4	97	?	10
40	NC(=O)c1cccnc1Oc1cccc(Cl)c1	-1	2	5	1	13	0.3	102	14	102	101	.
41	CCC(C)n1cnc2c(c1=O)c1nc3ccccc3nc1n2Cc1ccc(OC)cc1 (stereo not given)	14	14	13	-6	32	8.1	99	11	100	96	0
42	COCCOc1cc(NC(=O)c2ccccc2)c(Cl)cc1Cl	-3	6	-8	-3	7	0.5	102	17	99	99	.
43	COc1ccc(CCNC(=O)c2cc(-c3ccccc3)on2)cc1OC	-4	8	-11	-2	39	0.7	101	13	102	98	-5
44	O=C(NC(=S)Nc1cccc(C(F)(F)F)c1)c1csnn1	12	10	-31	-4	10	0.1	93	3	96	94	1
45	Cn1c2ccccc2c2nnc(NN)nc21	-16	.	-75	.	.	.	90	7	94	?	-7
46	COc1ccc2nc(NC(=O)CCNS(=O)(=O)c3ccc4c(c3)oc(=O)n4C)sc2c1	3	1	3	0	27	0.1	102	8	102	98	.
47	CCOC(=O)CC(NC(=O)c1ccc(C)cc1)c1ccc(OC)cc1 (stereo not given)	7	2	-8	-2	14	0.8	104	21	104	105	.
48	CC(=O)Nc1ccc(S(=O)(=O)NC2(C(F)(F)F)NC(=O)N(C3CCCC3)C2=O)cc1 (stereo not given)	-8	-4	5	1	23	0.7	101	34	103	101	-2
49	O=C(Cn1cnc2cc([N+](=O)[O-])ccc2c1=O)Nc1ccc2c(c1)CCC2	17	1	-2	7	57	0.1	102	8	100	104	7
50	COc1ccc(CC(=O)NC(=S)Nc2ccc(S(N)(=O)=O)cc2)cc1	5	0	-19	-4	25	0.1	93	11	95	93	0

Some of these compounds in order of count of non-hydrogen atoms, ascending:
entry	smiles	Mcl1 Noxa PPI	ABCG2 block	Mcl1-Bid inh	Mcl-1 Bim block	GSH fluor	ABCB1 block	RGS4-Gao reg	Avidin fluor	RGS8-Gao reg	RGS7-Gao	Pf gametocyte
40	NC(=O)c1cccnc1Oc1cccc(Cl)c1	-1	2	5	1	13	0.3	102	14	102	101	.
44	O=C(NC(=S)Nc1cccc(C(F)(F)F)c1)c1csnn1	12	10	-31	-4	10	0.1	93	3	96	94	1
42	COCCOc1cc(NC(=O)c2ccccc2)c(Cl)cc1Cl	-3	6	-8	-3	7	0.5	102	17	99	99	.
29	COc1cccc(-c2cc(-c3cccnc3)nc(N)c2C#N)c1	-33	.	-35	.	.	.	106	8	103	?	-9
30	Cc1cc(C)c(NC(=O)CO/N=C2\CCCc3nonc32)c(C)c1	2	1	-5	-3	9	-0.2	105	9	106	105	-12
50	COc1ccc(CC(=O)NC(=S)Nc2ccc(S(N)(=O)=O)cc2)cc1	5	0	-19	-4	25	0.1	93	11	95	93	0
43	COc1ccc(CCNC(=O)c2cc(-c3ccccc3)on2)cc1OC	-4	8	-11	-2	39	0.7	101	13	102	98	-5
49	O=C(Cn1cnc2cc([N+](=O)[O-])ccc2c1=O)Nc1ccc2c(c1)CCC2	17	1	-2	7	57	0.1	102	8	100	104	7
31	CC(=O)c1ccc(OCc2ccc(Oc3c(Cl)cccc3[N+](=O)[O-])cc2)cc1	8	12	5	-6	11	0.9	101	15	103	101	13
37	O=C(Nc1cccc(C(=O)O)c1)/C(=C\c1ccccc1)NC(=O)c1ccccc1	7	1	1	-1	15	0.5	95	8	100	92	-1
46	COc1ccc2nc(NC(=O)CCNS(=O)(=O)c3ccc4c(c3)oc(=O)n4C)sc2c1	3	1	3	0	27	0.1	102	8	102	98	.
32	Cc1ccc2[nH]c(=O)c(CN(Cc3cccnc3)Cc3nnnn3CC3CCCO3)cc2c1 (stereo not given)	1	.	-32	.	.	.	102	9	104	?	-16

Remaining list, next part.
entry	smiles	Mcl1 Noxa PPI	ABCG2 block	Mcl1-Bid inh	Mcl-1 Bim block	GSH fluor	ABCB1 block	RGS4-Gao reg	Avidin fluor	RGS8-Gao reg	RGS7-Gao	Pf gametocyte
51	COc1cc(OC)cc(C(=O)Nc2ccc(S(=O)(=O)Nc3cc(C)on3)cc2)c1	7	2	-3	-3	17	-0.2	98	13	100	98	.
52	CC(=O)Nc1nnc(C2=COCCO2)o1	-9	0	-21	-2	11	0.1	99	23	106	99	5
53	NC(=O)CSc1nnc(-c2cccnc2)n1Cc1ccccc1	-14	1	-3	-1	16	-0.3	96	3	82	100	21
54	O=C(CN(c1ccc(F)cc1)S(=O)(=O)c1ccccc1)NCCSC1CCCCC1	-29	3	-29	-1	11	3.4	102	4	100	100	-4
55	CCOc1ccccc1Oc1ccc(C(F)(F)F)cn1	-19	2	3	4	28	0.9	105	13	119	109	.

Compound activity: PubChem BioAssay, several laboratories
